LEDGF integ inh – blocks HIV-1 LEDGF/p75-dependent DNA integration. inhibition, % at 3.7 µM. 370,000 compounds, 0.64% hits. TR-FRET IN-LEDGF/p75 DNA integration, Eu/Cy5;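 active = inhibition above the screen-wide mean plus 3 SD, cut at about 13% in these data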;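 note: signal is the Cy5 over europium emission ratio at 671 and 618 nm; 0% = plate median of compound wells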
rCAG binder – binds r(CAG) RNA repeats | r(CAG) RNA repeat, TO-PRO-1 dye displacement fluorescence | inhibition, % at 3 µM | 370,000 compounds, 1.3% hits;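 active = inhibition above the plate cutoff, the mean of all test compounds on that plate plus 3 SD, cut at about 35% in these data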;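 note: 0% = DMSO alone and 100% = 100 µM mitoxantrone as full dye displacement; higher means more dye released from RNA so lower well fluorescence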
TCR-CD3 inh – blocks the human TCR-CD3 interaction; TAMRA-labeled TCR probe fluorescence, biochemical; inhibition, % at 9.4 µM; 360,000 compounds, 0.37% hits; in the data active = inhibition above about 19%;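 note: recombinant mutant TCR 2C K166C tagged with TAMRA read by polarization; 0% = receptor in buffer alone and 100% = receptor with positive control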
PRMT1 inh – blocks human protein arginine methyltransferase 1. recombinant PRMT1, activity-based probe fluorescence polarization. inhibition, % at 2.79 µM. 370,000 compounds, 1.3% hits. AID 652257;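 active = inhibition above about 21% made by adding two undisclosed values, limit read from the data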
Target sequence (Q99873 whole entry, looked up): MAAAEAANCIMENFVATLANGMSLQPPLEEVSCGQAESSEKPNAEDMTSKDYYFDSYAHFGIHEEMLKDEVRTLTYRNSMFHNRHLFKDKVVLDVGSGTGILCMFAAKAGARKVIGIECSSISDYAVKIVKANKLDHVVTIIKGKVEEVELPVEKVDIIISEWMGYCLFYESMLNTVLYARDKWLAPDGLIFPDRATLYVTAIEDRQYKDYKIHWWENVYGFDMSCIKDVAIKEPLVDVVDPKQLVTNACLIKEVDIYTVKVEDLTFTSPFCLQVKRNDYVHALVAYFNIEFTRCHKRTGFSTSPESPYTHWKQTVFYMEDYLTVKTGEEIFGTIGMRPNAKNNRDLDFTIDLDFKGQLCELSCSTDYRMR
SIAE inh – blocks human sialic acid acetylesterase. Q9HAT2. SIAE FP-Rh probe binding, fluorescence polarization. inhibition, % at 9.66 µM. 370,000 compounds, 0.69% hits. AID 1053197;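 active = inhibition above a cutoff: mean of compounds within the control limits plus 3 SD of those, cut at about 17% in these data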;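 note: 0% = plate median of compound wells and 100% = probe without SIAE protein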
HTRA1 inhibitor – blocks human HTRA1 serine peptidase | 340,000 compounds, 0.5% hits | recombinant HTRA1, FP-rhodamine activity-based probe, fluorescence polarization | AID 504803 | inhibition, % at 5.96 µM; in the data active = inhibition above about 36%;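 note: 0% = enzyme with DMSO and 100% = wells lacking enzyme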
Target sequence (Q92743 whole entry, looked up): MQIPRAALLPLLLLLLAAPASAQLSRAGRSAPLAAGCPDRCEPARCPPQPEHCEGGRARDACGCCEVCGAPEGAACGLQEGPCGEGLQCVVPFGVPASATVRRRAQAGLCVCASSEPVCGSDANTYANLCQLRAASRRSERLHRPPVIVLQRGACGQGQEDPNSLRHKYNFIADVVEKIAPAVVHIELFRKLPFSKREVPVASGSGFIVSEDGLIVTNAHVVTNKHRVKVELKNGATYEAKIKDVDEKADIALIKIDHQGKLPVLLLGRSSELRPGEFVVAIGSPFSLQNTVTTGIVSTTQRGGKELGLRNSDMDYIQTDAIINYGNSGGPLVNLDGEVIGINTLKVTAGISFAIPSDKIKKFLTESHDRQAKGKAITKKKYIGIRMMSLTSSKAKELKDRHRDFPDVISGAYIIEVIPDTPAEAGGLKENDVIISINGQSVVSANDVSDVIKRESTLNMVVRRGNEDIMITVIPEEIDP
NPR2 activator – GC-B (human) receptor activation | P20594 | HEK293-GC-B cells, CNP EC30, cGMP TR-FRET; 0% at EC30 CNP, 100% saturating CNP | 370,000 compounds, 0.11% hits | activation, % at 10 µM;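 active = activation at 10 µM reaching about 35% in either raw or pattern-adjusted values, limit read from the data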
TDP2 inh – blocks human TDP2 phosphodiesterase activity | recombinant TDP2, T5PNP hydrolysis, p-nitrophenol absorbance 415 nm | inhibition, % at 12.8 µM | 370,000 compounds, 0.34% hits | AID 720702;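 active = inhibition above the mean of all tested compounds plus 3 SD, set per campaign, cut at about 25% in these data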;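 note: 0% = DMSO with enzyme and 100% = buffer with substrate but no TDP2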
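System – recombinant human TDP2 · Amount – 120 nM TDP2 per well · Buffer or medium – Mg2+-containing Tris-HCl buffer, pH 7.5 · Reagent – T5PNP substrate, 5 mM · Dosing – 12.8 µM single point, 1% DMSO · Incubation – 2 h at 37 °C · Measured by – epi absorbance · Read-out basis – percent inhibition · Benchmarks – high control without enzyme, low control DMSO plus TDP2 · Repeats – singlicate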
MBD2 DNA inh – MBD2-methylated oligo binding inhibition; Q9UBB5; TR-FRET, MBD2 binding to methylated oligonucleotide; inhibition, % at 4.4 µM; 370,000 compounds, 0.31% hits; in the data active = inhibition above about 13%
mABHD4 FP – inhibits mouse alpha/beta hydrolase domain 4 | Q8VD66 | purified mABHD4, FP-Rh probe fluorescence polarization | 370,000 compounds, 0.54% hits | inhibition, % at 8.92 µM;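 active = inhibition exceeding the mean over every tested compound plus 3 SD, cut at about 30% in these data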;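 note: 0% = plate median of compound wells and 100% = S159A mutant with DMSO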
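Assay system: mouse ABHD4 enzyme, wild type / Also added: fluorescent activity-based probe FP-Rh / Doses: single nominal dose of 8.92 µM, 0.89% DMSO final / Timing: 45 min compound pre-incubation plus 60 min probe step, 25 °C / Signal: FP readout, ex 525 nm / em 598 nm / Control set: S159A mutant/DMSO as 100%, compound-well median as 0%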
The depositor's hits bear a star; . = no result given. An excerpt; rates above refer to the full screens.

SMILES	LEDGF integ inh	rCAG binder	TCR-CD3 inh	PRMT1 inh	SIAE inh	HTRA1 inhibitor	NPR2 activator	TDP2 inh	MBD2 DNA inh	mABHD4 FP
O=C1c2ccccc2C(=O)N1CC(O)COc1ccc(Br)cc1 (stereo unspecified)	-1.5	-5.9	-8.7	4.9	-4.6	-1.5	1.3	-5.0	2.5	-0.3
O=C(NN=C1CCCCCC1)c1ccncc1	-2.1	-3.8	-2.4	-0.1	3.8	2.6	4.5	3.7	2.8	5.6
Cc1ccc(-n2c(SCc3ccc([N+](=O)[O-])cc3)nc3ccccc3c2=O)cc1	-1.6	2.1	2.1	-2.5	-8.1	-0.4	8.3	-1.8	0.4	0.7
CCCc1cc(=O)[nH]c(SCC(=O)c2cc(C)n(CC(F)(F)F)c2C)n1	0.4	-4.9	7.4	-2.4	2.3	-6.0	-6.3	9.7	-2.9	-11.2
Cc1occc1-c1nnc(SCC(=O)N2CCOCC2)n1CCc1ccccc1	-1.3	-7.5	1.6	1.8	-8.9	1.9	-2.7	0.4	-0.8	-1.0
CCOc1cc(N2CCOCC2)c(OCC)cc1NC(=O)CCS(=O)(=O)c1ccc(Cl)cc1	-0.4	-4.6	2.7	6.9	1.4	16.6	-2.3	3.7	9.7	-7.8
CCCCc1nc(Cl)c(C#N)c2c1CCC2	3.7	11.4	5.3	-0.8	-2.7	.	-4.5	-14.1	2.6	3.8
O=C(COc1ccc(Cl)cc1)NCc1nnc(SCC(=O)N2CCCC2)o1	0.2	-5.5	9.0	0.5	-0.6	4.6	-6.4	5.7	0.9	-0.7
O=C(NCc1cccc(OC(F)(F)F)c1)c1cccc2c1C(=O)c1ccc(-c3ccc(F)cc3OCc3ccccc3)cc1S2(=O)=O	1.6	10.3	-9.6	0.3	-12.9	-19.0	2.7	-5.3	3.5	-0.1
CC(=O)c1ccc(N2CCN(C(=O)/C=C/c3ccc4ccccc4n3)CC2)cc1	2.1	-0.2	2.7	-2.6	3.1	-9.7	2.3	7.0	-0.7	-5.0
O=c1[nH]c(=O)n(Cc2ccc(Oc3ccccc3)cc2)cc1Br	3.5	-1.8	4.9	-3.0	0.9	-2.1	-12.0	5.6	-6.3	-14.5
O=C(CN1C(=O)NC2(CCCCCC2)C1=O)c1ccc2c(c1)OCCO2	-3.6	7.3	-4.5	-1.1	-6.2	-11.0	2.9	-13.4	1.5	21.3
Fc1ccccc1COc1ccccc1CNCc1ccncc1	1.1	-3.1	7.2	-0.1	-1.6	-0.4	-5.2	-7.0	1.9	-0.1
O=Cc1cn(-c2ccccc2)nc1-c1ccc2c(c1)OCCO2	1.7	-0.5	4.4	0.6	-8.7	-66.6	-12.3	-3.9	1.6	-10.1
O=C(NN1C(=O)C2C3C=CC(C4CC34)C2C1=O)c1ccc(Cl)cc1 (stereo unspecified)	1.3	-1.8	1.9	-4.4	4.0	6.6	-7.5	-14.6	3.0	3.1
COc1cccc(NC(=O)Nc2nnc(Cc3ccccc3F)s2)c1	-0.4	39.6*	6.3	-3.4	-12.1	-5.7	1.4	-1.1	-2.5	-2.2
O=C(Nc1cccc(S(=O)(=O)N2CCCCC2)c1)c1cccs1	2.8	3.0	-9.4	-1.9	-8.9	-20.8	4.9	2.5	-0.1	-4.4
Cn1c(Cn2cnc3ccccc32)nnc1SCC(=O)CC(=O)Nc1ccccc1	-1.0	14.0	0.7	2.3	7.6	-2.6	.	-2.6	1.1	3.8
Cc1ccc2cccc(OCCOCCOc3ccccc3Br)c2n1	1.4	-3.4	-7.3	-2.5	-1.9	-3.2	-3.9	-10.4	4.4	-19.3
CCc1nc2c(OCC3CCCCC3)cccn2c1N(C)C(=O)c1ccc(C)cc1	2.0	0.5	-0.3	-0.1	-4.0	.	-5.2	-3.4	-1.7	5.0

Reprinted from the part before: two compounds, followed by the next part.
SMILES	LEDGF integ inh	rCAG binder	TCR-CD3 inh	PRMT1 inh	SIAE inh	HTRA1 inhibitor	NPR2 activator	TDP2 inh	MBD2 DNA inh	mABHD4 FP
Cc1ccc2cccc(OCCOCCOc3ccccc3Br)c2n1	1.4	-3.4	-7.3	-2.5	-1.9	-3.2	-3.9	-10.4	4.4	-19.3
CCc1nc2c(OCC3CCCCC3)cccn2c1N(C)C(=O)c1ccc(C)cc1	2.0	0.5	-0.3	-0.1	-4.0	.	-5.2	-3.4	-1.7	5.0
COC(=O)Cn1cc(/C=C(/C#N)C(=O)N2CCOCC2)c2ccccc21	1.9	-2.2	-1.6	-0.8	1.4	-0.8	-0.3	-3.9	3.3	2.4
CCCn1nc(C(=O)Nc2cc(S(=O)(=O)Nc3ccc(OC)cc3)ccc2O)c2ccccc2c1=O	-2.2	61.5*	-3.2	0.2	-16.6	-9.9	1.7	2.1	-6.0	-13.4
CCOC(=O)C(NC(=O)NCc1ccc(OC)cc1)(OCC)C(F)(F)F (stereo unspecified)	-0.6	-1.0	8.6	1.9	1.6	0.9	0.1	3.8	-2.2	-4.5
Oc1ccc(-c2[nH]ncc2-c2cnn(-c3ccccc3)c2)c(O)c1	-1.3	6.3	-7.9	2.7	4.0	-12.2	-1.4	-3.9	-3.3	1.5
CC1(C)CC(=O)c2sc(NC(=O)c3cccs3)nc2C1	-2.1	1.8	2.6	-2.5	5.3	0.3	-2.3	0.6	1.7	8.3
CC1=C(C)CC(C(=O)NCc2ccccn2)C(C(=O)O)C1 (stereo unspecified)	1.2	0.7	-0.5	2.3	-0.6	0.4	2.3	-10.8	-3.8	-6.8
O=C(NCc1ccccc1)C(c1ccc(-c2ccccc2)cc1)n1c(=O)c(-c2ccco2)nc2ccccc21 (stereo unspecified)	4.8	32.1	-1.5	1.4	-14.4	.	-10.8	7.6	2.8	-15.0
O=C(O)c1ccc(N2CCCCCC2)c(N2C(=O)c3ccccc3C2=O)c1	-1.7	13.2	-7.5	-1.7	-7.7	-4.4	-0.4	-20.3	-3.8	-7.3
CCOC(=O)CCCNC(=O)COC(=O)c1ccc(O)cc1	-0.6	-1.8	4.5	-2.2	5.7	3.1	1.6	-3.3	0.7	1.2
CSc1nnc2c(n1)OC(c1ccccn1)N(C(C)=O)c1ccccc1-2 (stereo unspecified)	3.0	4.5	-4.3	-3.8	-5.8	0.6	1.4	-16.4	-2.8	-6.7
CCOc1ccc(N2CC(C(=O)Nc3cccc(S(=O)(=O)N4CCCCC4)c3)CC2=O)cc1 (stereo unspecified)	2.1	4.3	8.1	-1.8	-14.9	-21.7	-1.4	-19.7	2.6	-10.4
O=C(CSc1nncn1-c1ccccn1)Nc1cccc(Cl)c1	-4.2	3.3	-5.4	5.3	-0.5	4.4	-6.3	0.9	6.1	-2.1
CC(=O)Nc1cccc(C(=O)OCc2csc(CC(=O)Nc3ccccc3C)n2)c1	-1.3	7.1	9.8	-0.1	-7.3	-5.5	-4.2	0.3	0.3	5.7
Cc1ccc(-c2nn(C)c(=O)c3ccccc23)cc1CN1CCOCC1	-1.6	-6.9	-2.3	-0.5	-2.0	-1.1	7.6	-7.5	-1.1	4.8
CCN1CCN(Cc2c(O)ccc3c(=O)c(-c4ccc(OC)c(OC)c4)c(C(F)(F)F)oc23)CC1	-3.7	-9.3	-4.4	0.4	-5.7	6.8	6.3	-0.7	5.2	2.8
Cn1c(=O)n(C)c2cc([N+](=O)[O-])c(N3CCN(S(C)(=O)=O)CC3)cc21	1.1	1.1	-6.0	-1.8	-1.6	9.2	1.5	-8.9	-12.8	-2.0
O=C(Nc1ccc(N2CCCCC2)c(Cl)c1)c1ccc2c(c1)OCCO2	0.0	2.7	3.1	0.1	7.7	-15.4	-12.1	3.2	-3.1	-8.2
COc1ccc(OCc2nnc3n2N=C(c2ccc(OC)cc2)CS3)cc1	2.4	1.1	-1.8	-2.0	-4.1	-17.6	-3.8	-3.5	-2.7	-9.3
O=C(Nc1ccnn1C1CCN(Cc2cc(Cl)ccc2O)CC1)c1cccnc1	0.2	-2.9	-1.7	1.7	1.2	-0.7	-14.5	9.8	3.4	7.2
O=C(c1cccs1)N1CCCC(c2nc3c(nnn3Cc3ccc(F)cc3)c(=O)[nH]2)C1 (stereo unspecified)	-8.3	0.4	7.7	0.4	-0.3	-2.7	19.4	-8.7	-6.0	1.5
CCn1c(-c2nn(C)cc2Cl)n[nH]c1=S	-2.2	-1.8	2.8	-2.1	-1.6	2.4	6.2	-0.1	-0.7	1.7
O=C(/C=C/c1ccco1)NCCc1ccc(F)cc1	4.6	5.0	-1.6	6.5	1.1	-1.3	2.2	13.3	3.0	1.4
CCOC(=O)C1=NOC2COC3(CCN(c4ncccn4)CC3)OCC12 (stereo unspecified)	-4.3	-3.6	-7.6	4.4	-5.7	3.4	7.5	-11.0	-0.3	-12.1
Cc1noc(C)c1CSCC(=O)OCC(=O)N1CC(=O)Nc2ccccc21	0.5	-5.2	3.9	-2.5	4.1	-3.5	1.8	9.1	-2.9	10.7
Cc1ccc(-c2csc(=S)n2CC(=O)OCC(=O)NC(C)C(C)C)cc1 (stereo unspecified)	-0.5	-6.9	2.3	1.7	5.4	-11.3	3.0	-10.0	-9.0	3.8
O=C(COC(=O)c1ccc(S(=O)(=O)N2CCCCC2)cc1)NCc1ccco1	4.2	3.4	8.8	2.6	1.6	5.4	-1.1	0.3	-7.0	1.3
CN(C)c1nnnn1-c1cccc(Oc2ncc(C(F)(F)F)cc2Cl)c1	-9.0	-5.8	-2.8	2.2	-0.7	6.2	0.1	-15.7	-3.4	9.3
CC(C)C[C@H]1CN(CCCC[C@H]2CNC(=O)C(=O)N2CCc2ccccc2)C(=O)C(=O)N1Cc1ccccc1	3.4	-0.3	2.9	-2.2	7.6	.	0.8	-0.3	2.6	7.6
CN(C)S(=O)(=O)c1cccc(COc2ncnc3c(Cl)cc(Cl)cc23)c1	-6.6	5.2	-11.4	9.0	3.8	-1.0	-3.8	-3.7	10.0	-4.9
CCc1cc(=O)oc2cc(OC(=O)CN3C(=O)NC4(CCCC4)C3=O)ccc12	1.0	-4.1	6.7	-2.7	-1.9	-9.6	3.2	-6.0	-5.8	5.9
Cc1ccccc1C(=O)N1N=C(c2ccc(NS(C)(=O)=O)cc2)CC1c1cccs1 (stereo unspecified)	1.4	8.4	4.2	-2.6	3.2	-8.0	-2.2	18.3	-2.6	-20.9
O=C(NCC1CCCCC1)c1csc([C@@H]2C[C@H](O)[C@@H](CO)O2)n1	5.6	1.1	1.2	-7.2	-3.2	.	-5.6	3.5	1.2	-7.4
COc1cccc(-c2noc(N)c2C#N)c1	2.2	1.4	9.1	-1.1	-4.7	2.2	-2.4	-1.1	-5.5	-5.0
CCOc1ccc(NC(=O)c2[nH]c(C)c(C(C)=O)c2C)cc1	-1.0	-2.4	-4.3	-0.3	9.5	4.1	-0.6	-4.6	2.9	-1.6
O=C(OCc1c(-c2ccccc2)ncc2ccccc12)N1CCOCC1	2.7	-4.0	4.5	0.3	-1.8	3.5	7.5	4.7	-1.6	3.0
Cc1cc(C)cc(NS(=O)(=O)c2c(C)[nH]c(=O)[nH]c2=O)c1	2.4	4.8	-2.2	-0.7	1.6	-1.6	1.1	-3.4	1.7	-2.3

Assay outcomes from PubChem.
